TNAP inh hiacc – blocks human TNAP under high phosphate acceptor concentration; inhibition, % at 20 µM; P05186; purified TNAP, CDP-star luminescence, 1 M DEA; hit rate 0.03% among 200,000;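 active = over 50% inhibition of tissue-nonspecific alkaline phosphatase at 20 µM in the single-dose screen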;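 also: plate controls were DMSO wells for no effect and EDTA-quenched wells as full inhibition for full effect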
Target sequence (P05186 whole entry, looked up): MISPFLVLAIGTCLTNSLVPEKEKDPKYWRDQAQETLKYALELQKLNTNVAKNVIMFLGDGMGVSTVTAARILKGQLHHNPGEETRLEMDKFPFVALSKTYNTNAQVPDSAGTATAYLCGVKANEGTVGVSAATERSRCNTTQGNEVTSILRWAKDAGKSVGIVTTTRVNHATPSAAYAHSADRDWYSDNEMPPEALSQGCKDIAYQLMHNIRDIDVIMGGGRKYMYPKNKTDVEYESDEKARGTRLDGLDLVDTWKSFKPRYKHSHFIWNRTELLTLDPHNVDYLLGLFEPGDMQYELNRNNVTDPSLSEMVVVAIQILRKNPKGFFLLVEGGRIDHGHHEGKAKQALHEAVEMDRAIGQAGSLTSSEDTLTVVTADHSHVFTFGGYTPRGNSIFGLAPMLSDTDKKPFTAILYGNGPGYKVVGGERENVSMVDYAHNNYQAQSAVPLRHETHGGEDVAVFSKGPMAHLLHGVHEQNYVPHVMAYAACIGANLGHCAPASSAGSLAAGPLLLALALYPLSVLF
bIAP activator – intestinal alkaline phosphatase (bovine) activation | purified bovine IAP, CDP-star luminescence, 30 min; active compounds read high; fold of DMSO-control signal, blank-subtracted | activation factor at 20 µM | hit rate 0.17% among 200,000;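 active = activation factor of 2 or more at 20 µM, a signal rise over negative controls twice the positive control's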
PMI act – activators of human phosphomannose isomerase; purified human PMI, coupled resazurin fluorescence, 20 min; active compounds read high; 1 = vehicle control, 0 substrate-free wells; activation factor at 20 µM; hit rate 0.005% among 190,000;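 active = activation factor of 2 or more at 20 µM, relative to plate controls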
Target sequence (P34949 whole entry, looked up): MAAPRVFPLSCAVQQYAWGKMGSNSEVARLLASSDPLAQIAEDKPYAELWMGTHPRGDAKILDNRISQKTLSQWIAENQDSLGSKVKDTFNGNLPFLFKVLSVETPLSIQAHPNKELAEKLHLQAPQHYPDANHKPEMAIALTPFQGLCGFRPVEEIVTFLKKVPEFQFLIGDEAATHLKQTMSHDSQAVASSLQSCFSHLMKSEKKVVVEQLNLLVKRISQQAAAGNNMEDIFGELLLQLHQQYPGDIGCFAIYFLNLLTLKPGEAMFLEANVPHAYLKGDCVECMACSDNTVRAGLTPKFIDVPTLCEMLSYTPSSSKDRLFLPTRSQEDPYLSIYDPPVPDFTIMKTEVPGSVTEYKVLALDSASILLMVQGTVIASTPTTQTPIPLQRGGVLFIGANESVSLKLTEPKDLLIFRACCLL
TNAP inh no acc – TNAP (human) inhibition, acceptor-free conditions. purified TNAP, CDP-star luminescence, 30 min. inhibition, % at 20 µM. hit rate 0.26% among 200,000;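 active = tissue-nonspecific alkaline phosphatase inhibition above about 50% at 20 µM in the single-dose screen, limit read from the data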;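 also: 0% = DMSO negative control and 100% = EDTA positive control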
PMI act satM6P – PMI (human) activation, high substrate | hit rate 0.34% among 190,000 | activation factor at 20 µM | coupled PMI enzyme assay, resazurin fluorescence, 20 min; active compounds read high; 1 = untreated enzyme, 0 = substrate-free blank | P34949;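 active = activation factor of 2 or more at 20 µM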
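Test system: human phosphomannose isomerase with PGI, G6PDH, diaphorase coupling enzymes; amount: 15 ng/mL PMI; incubation: enzyme reaction with compound 20 min at room temperature; technique: resorufin fluorescence (Ex 544/Em 590 nm) from resazurin via diaphorase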
Lmaj promast – inhibitors of Leishmania major promastigote growth; Leishmania major promastigotes, resazurin fluorescence viability; inhibition, % at 10 µM; hit rate 9% among 200,000; in the data active = inhibition above about 50%;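 also: promastigotes grown with compound for 44 hours at 28 °C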
TNAP act hiacc – TNAP (human) activation, high acceptor. activation factor at 20 µM. AID 1136. 200,000 tested, under 10 active. P05186. purified TNAP, CDP-star luminescence, 1 M DEA, 30 min; active compounds read high; 0 = EDTA background, 1 = DMSO-only activity;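 active = activation factor at least 2 at 20 µM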
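Assay system: human TNAP; Input: enzyme diluted 1/800 final; Reagent: CDP-star luminogenic substrate at 100 µM final; Timing: 30 min, room temperature; Signal: luminescence; Evaluation: TNAP activation factor scaled between EDTA and DMSO control wells.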
bIAP inhibitor – intestinal alkaline phosphatase (bovine) inhibition. purified bovine IAP, CDP-star luminescence, 30 min. inhibition, % at 20 µM. 190,000 tested, under 10 active;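 active = over 50% inhibition of intestinal alkaline phosphatase at 20 µM in the single-dose screen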
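Assay system: bovine IAP enzyme; medium: DEA buffer 100 mM, pH 9.8, with MgCl2 1.0 mM, ZnCl2 0.02 mM; doses: 20 µM single dose; incubation: enzyme reaction for 30 min at room temperature; detection: CDP-star luminescence signal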
Diaph act CS – counter-screen for diaphorase-based assays: diaphorase activators and chemical reducers. hit rate 0.005% among 190,000. activation factor at 20 µM. Diaphorase/resazurin coupled assay, resorufin fluorescence, 16 min; active compounds read high; 1 = vehicle wells, 0 = NADH-free wells;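 active = diaphorase activity raised at least twofold by the compound at 20 µM; inactive = activation factor below 2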
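Test system: Clostridium kluyveri diaphorase, purified enzyme; input: enzyme 0.07 U/mL final; buffer or medium: 50 mM HEPES pH 7.4 with 4.542 mM MgCl2, 0.005% Tween 20; also added: 0.114 mM NADH and 0.1 mM resazurin, final amounts; schedule: 16 min enzyme reaction, ambient temperature; technique: fluorescence of resorufin, 544 nm excitation, 590 nm emission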
Diaphorase inh – inhibits diaphorase or chemically oxidizes, flagging diaphorase assay artifacts; diaphorase resazurin-to-resorufin fluorescence, NADH, 16 min; bacterial (C. kluyveri) enzyme, not human; inhibition, % at 20 µM; hit rate 0.69% among 190,000; AID 1217;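 active = primary screen inhibition at 20 µM above a set limit, cut at about 50% in these data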;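 also: plate controls were DMSO with full reaction for no effect and wells lacking NADH for full effect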
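Assay system: diaphorase enzyme from Clostridium kluyveri. Quantity: enzyme working solution with 0.14 U/mL diaphorase. Schedule: reaction incubation of 16 min at room temperature. Technique: resorufin fluorescence, excitation 544 nm, emission 590 nm. Controls: No-NADH positive control and DMSO neutral control.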
An asterisk follows results filed as active; . = not tested or not shown.

cpd	structure	TNAP inh hiacc	bIAP activator	PMI act	TNAP inh no acc	PMI act satM6P	Lmaj promast	TNAP act hiacc	bIAP inhibitor	Diaph act CS	Diaphorase inh
1	COc1ccc(C(=O)OCC(=O)c2ccc(C3CCCCC3)cc2)cc1	-2	0.7	0.9	-11	0.9	-1	1	34	0.8	16
2	COc1cc(NC(=O)CSc2nccc(C)n2)c(C)cc1[N+](=O)[O-]	0	0.7	1	-4	1	1	1	25	0.9	11
3	CCC1CCCCN1S(=O)(=O)c1ccc(C(=O)Nc2nnc(-c3cccs3)o2)cc1 (centres undefined)	2	0.3	1.2	-7	1.3	99*	1	.	0.7	28
4	Cc1ccc(Cn2ncn(-c3ccccc3)c2=O)cc1	-6	1	0.9	-9	0.9	-4	1.1	3	0.8	24
5	CCOc1ccc(NC2c3ccccc3C(=O)N2c2ccc(Cl)cn2)cc1 (centres undefined)	-2	0.9	1	-8	0.9	-4	1	12	0.9	11
6	CCOC(=O)c1ccc(NC(=O)CC2Sc3ncnn3C2=O)cc1 (centres undefined)	-2	1.3	0.5	-23	0.7	-5	1	-30	0.9	14
7	CC(C)OC(=O)c1cn(-c2ccccc2)nc1-c1ccco1	-4	0.9	1	-13	1.2	15	1	9	0.8	18
8	O=C(/C=C/c1ccccc1[N+](=O)[O-])c1ccccc1Br	-3	0.8	1	-14	1	100*	1	22	0.9	8
9	COCCNC(=O)c1ccccc1NC(=O)c1ccc(Cl)c(S(=O)(=O)Nc2ccc(C)cc2C)c1	-1	0.9	0.9	-7	0.9	12	1	6	0.9	10
10	Cc1cc(C)n(Cc2ccc(NC(=O)c3c([N+](=O)[O-])c(C)nn3C)cc2)n1	-3	1.1	1	-4	1	-4	1	-6	1	-5
11	CCOc1ccc(C2NC(=O)c3ccccc3O2)cc1 (centres undefined)	1	0.8	1	-10	1	-3	1	20	0.9	8
12	Cc1csc(NC(=O)CSc2nnc(C)c(=O)n2N)n1	1	1.2	1	0	0.9	-2	1	-19	1.1	-13
13	COCCNS(=O)(=O)c1cc(C(=O)O)ccc1OC	-3	1	1.3	-6	1.1	-18	1	0	0.9	8
14	C=CCn1c(CCNC(=O)c2ccc(Cl)c(Cl)c2)nnc1SCCOc1ccc(OC)cc1	-2	1	1	-7	1	6	1	-2	0.8	18
15	O=C(NCc1ccccc1)C1CCC(CNc2c(N3CCCCC3)c(=O)c2=O)CC1 (centres undefined)	-1	0.9	1	-5	1	-5	1	10	0.9	10

Molecules from the list above with a halogen, in the order listed:
cpd	structure	TNAP inh hiacc	bIAP activator	PMI act	TNAP inh no acc	PMI act satM6P	Lmaj promast	TNAP act hiacc	bIAP inhibitor	Diaph act CS	Diaphorase inh
5	CCOc1ccc(NC2c3ccccc3C(=O)N2c2ccc(Cl)cn2)cc1 (centres undefined)	-2	0.9	1	-8	0.9	-4	1	12	0.9	11
8	O=C(/C=C/c1ccccc1[N+](=O)[O-])c1ccccc1Br	-3	0.8	1	-14	1	100*	1	22	0.9	8
9	COCCNC(=O)c1ccccc1NC(=O)c1ccc(Cl)c(S(=O)(=O)Nc2ccc(C)cc2C)c1	-1	0.9	0.9	-7	0.9	12	1	6	0.9	10
14	C=CCn1c(CCNC(=O)c2ccc(Cl)c(Cl)c2)nnc1SCCOc1ccc(OC)cc1	-2	1	1	-7	1	6	1	-2	0.8	18

More results.
cpd	structure	TNAP inh hiacc	bIAP activator	PMI act	TNAP inh no acc	PMI act satM6P	Lmaj promast	TNAP act hiacc	bIAP inhibitor	Diaph act CS	Diaphorase inh
16	COc1cc(C2Nc3ccccc3C(=O)N2c2ccc(Cl)cc2)c(Cl)cc1OCC(=O)O (centres undefined)	-1	0.4	1.1	-4	1.1	-3	1	.	1	3
17	CC(=O)NCC(=O)N1CCCC(C(=O)c2ccc(Oc3ccccc3)cc2)C1 (centres undefined)	-9	1	1	-6	1	2	1.1	-3	1.5	-54
18	CCSc1nc(O)cc(=O)n1-c1ccc(OC)cc1	-10	0.9	1	-16	1	-8	1.1	13	0.9	10
19	COc1ccc(C)cc1S(=O)(=O)N(CC(=O)Nc1ccc2c(c1)OCCO2)Cc1ccccc1	-8	1.2	0.9	-10	0.9	74*	1.1	-19	0.8	18
20	CCN1CCN(/C=N/c2nc3c(s2)CCCC3)CC1	-9	1	1	-15	1	6	1.1	3	0.9	14
21	CC1(C)CC(NC(=O)COc2ccccc2Cl)CC(C)(C)N1	-6	1	1.1	-10	1.1	-10	1.1	-3	0.9	6
22	O=C(O)c1ccc(CNCc2ccccc2F)cc1	-4	1	1.2	-2	1.1	-1	1	-4	1.2	-23
23	CCCC(=O)OCC(=O)Nc1ccc2c(c1)OCO2	4	1.1	1	-5	0.9	3	1	-14	1	2
24	c1csc(COc2ccccc2CNC2CCCCC2)c1	0	0.9	1	-16	0.9	81*	1	13	0.9	12
25	Cc1ccc2nc(C)c(C(=O)N/N=C/c3ccc(N4CCOCC4)cc3)cc2c1	4	0.9	1	-17	1	-3	1	10	1	-2
26	CCOC(=O)N1CCN(c2c(N3CCN(c4ccc(OC)cc4)CC3)c(=O)c2=O)CC1	-2	1	1	-11	0.9	-2	1	4	0.9	8
27	COc1cc(NC(=S)NCCc2c[nH]c3ccccc23)c(OC)cc1Cl	-5	1.5	0.8	-4	0.8	9	1.1	-54	0.7	27
28	CCN(CC)C(=O)c1ccc(Oc2ccc([N+](=O)[O-])cc2Cl)cc1	5	1	1	-2	1	2	1	-2	0.9	8
29	O=C(CCN1CCN(c2ccccc2)CC1)N/N=C/c1ccc(O)c(O)c1O	11	1.2	0.4	-3	0.4	-7	0.9	-18	0.4	64*
30	CCOC(=O)c1nc2sc3c(c2c(=O)[nH]1)CCCC3	0	1.1	0.9	-32	0.9	-8	1	-11	0.8	15

(more compounds)
cpd	structure	TNAP inh hiacc	bIAP activator	PMI act	TNAP inh no acc	PMI act satM6P	Lmaj promast	TNAP act hiacc	bIAP inhibitor	Diaph act CS	Diaphorase inh
31	CCCC1S/C(=N/N=C/c2ccc(C)cc2)N(Cc2ccc(OC)cc2)C1=O (centres undefined)	-3	0.9	0.9	-15	0.9	-2	1	14	0.9	10
32	COc1ccc(CN2CCN(c3ccc(F)cc3)CC2)c(OC)c1OC	1	1.1	1.1	-5	1.1	-3	1	-10	0.9	13
33	Cc1cccc(Nc2nc(N3CCN(C)CC3)nc(N)c2[N+](=O)[O-])c1	0	1.1	0.8	-13	0.9	96*	1	-14	0.9	9
34	CCn1c(SCC(=O)Nc2cccc(F)c2)nnc1-c1cc2cc(Br)ccc2o1	-5	0.9	0.9	-14	0.9	-6	1	11	0.9	15
35	Cc1ccc(COc2ccc(/C=N/NC(=O)c3ccc(CN4CCOCC4)cc3)cc2)cc1	-3	1	1	10	1	3	1	2	1	0
36	O=C(Nn1c(C2CCC2)nc2ccccc2c1=O)C1CCC1	-7	1	1.1	-9	1.1	-3	1.1	1	1	0
37	Cc1cc(Cl)c(S(=O)(=O)NCc2cccnc2)cc1OCC(=O)NC1CCCCC1	-2	0.9	1	-49	1	-3	1	13	0.9	10
38	Cc1ccc(C(=O)NC(=S)Nc2ccc(S(=O)(=O)N(C)c3ccccc3)cc2)cc1	0	0.7	0.9	4	1	-2	1	26	0.9	7
39	c1ccc(CSc2ncnc3c2cnn3Cc2ccccc2)cc1	2	0.8	0.8	0	0.9	-3	1	22	0.8	19
40	Cc1ccc(S(=O)(=O)N2CC=C(c3ccc(F)cc3)CC2)cc1	-4	1	0.8	-45	0.9	0	1	2	0.9	10
41	CCCN(CCC)c1nc(N)c(C#N)c(CC#N)c1C#N	-1	1	0.9	-19	0.9	11	1	1	0.9	9
42	CCOc1ncccc1C(=O)N(C)CC(=O)Nc1ccc(F)cc1	1	0.8	0.9	-8	1	0	1	18	0.9	7
43	CCCc1cc(=O)[nH]c(SCC(=O)c2cc(C)n(CC(F)(F)F)c2C)n1	-6	0.9	1.1	-16	1	7	1.1	15	0.8	16
44	CN(C)C(=O)CCCc1nc(-c2ccc(Cl)cc2)no1	8	1	1	-1	1	-1	0.9	5	1	1
45	O=C(NCCCN1CCOCC1)c1cc(C(=O)C2CCCCC2)c[nH]1	-6	1	1.2	3	1.2	-8	1.1	-4	1.2	-17

Next section
cpd	structure	TNAP inh hiacc	bIAP activator	PMI act	TNAP inh no acc	PMI act satM6P	Lmaj promast	TNAP act hiacc	bIAP inhibitor	Diaph act CS	Diaphorase inh
46	NS(=O)(=O)c1ccc(N/C=C\C(=O)c2ccc3ccccc3c2)cc1	2	1	1.2	16	1.2	-7	1	-2	1	4
47	CC(C)CC(NS(=O)(=O)c1ccc2[nH]c(=O)c(=O)[nH]c2c1)C(=O)O (centres undefined)	-3	0.9	1.1	-11	1	-6	1	8	1	2
48	Cc1ccc(/C=N/n2cnc3sc(-c4ccccc4)cc3c2=O)o1	-6	1	0.9	-8	1	1	1.1	-5	0.9	8
49	Cc1csc(SCC(=O)NC(=O)NC(C)C)n1	0	1	1	-10	1	-7	1	1	1	2
50	Nc1nc(N2CCN(c3ccc(Cl)cc3)CC2)n[nH]1	-7	0.9	1	-3	1.1	-1	1.1	12	1	4
51	O=C(COC(=O)CCCc1nc2ccccc2s1)Nc1ncc(Cl)cc1Cl	-4	1	1.1	-12	1.3	-2	1	0	0.9	15
52	Cc1ccc(/C=C/C(=O)NCCCN2CCN(CCCNC(=O)/C=C/c3ccc(C)cc3)CC2)cc1	-7	1	1.1	-12	1.1	42	1.1	3	1	0
53	Cc1ccc2nsnc2c1S(=O)(=O)NCc1ccncc1	3	0.9	1.1	-2	1.1	-7	1	6	1	0
54	CCOc1ccc(NC(=S)N(CCc2c(C)[nH]c3ccccc23)Cc2ccco2)cc1	-7	0.9	1	-3	0.9	27	1.1	7	0.9	12
55	CCOc1ccc(NC(=O)CC2C(=O)N(c3ccccc3)C(=S)N2Cc2ccccn2)cc1 (centres undefined)	-2	1	0.9	-5	1	9	1	2	0.9	6
56	CSc1ccccc1C(=O)C1CCCN(C(=O)c2csnn2)C1 (centres undefined)	1	1	1	-5	0.9	-4	1	5	0.9	6
57	COCCNC(=O)C(c1ccc(C)cc1)N(C(=O)CCC(=O)Nc1ccccn1)C1CCCC1 (centres undefined)	1	1.1	0.9	-4	0.9	1	1	-11	1	-1
58	Cc1ccc(C)n1-c1ccc(N2CCOCC2)nc1	1	1	0.7	-8	0.7	4	1	0	0.8	24
59	O=C(COC(=O)c1ccccc1Br)NCCc1ccc(F)cc1	-1	0.7	0.8	-1	0.9	-5	1	30	0.9	14
60	Cc1ccc(NC(=O)Cn2nnc(C(=O)Nc3ccc(C)c(C)c3)c2N)cc1	-4	0.9	0.9	-10	1	23	1	9	1.1	-10
61	CC(NC(=O)CCOc1ccccc1)c1ccccc1 (centres undefined)	-6	0.9	0.9	-9	1	-6	1.1	15	0.8	18

From PubChem
